SENP7 block: blocks the human protease SENP7; Q9BQF6; recombinant SENP7, Z-RLRGG-aminoluciferin luminescence, 40 min; inhibition, % at 5 µM; actives 1.5% (n = 330,000); AID 434973;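 active = inhibition above about 50% at the single test dose, limit read from the data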;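 also: plate controls were DMSO with enzyme for no effect and no enzyme buffer wells for full effect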
HKDC1 inh: inhibitors of human hexokinase HKDC1; Q2TB90; recombinant HKDC1, G6PDH/diaphorase resazurin coupled fluorescence; actives 0.16% (n = 340,000); inhibition, % at 20 µM;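 active = inhibition above about 35% when tested at 20 µM, limit read from the data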;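 also: plate controls were DMSO wells with enzyme for no effect and DMSO wells lacking enzyme for full effect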
Target sequence (Q2TB90 whole entry, looked up): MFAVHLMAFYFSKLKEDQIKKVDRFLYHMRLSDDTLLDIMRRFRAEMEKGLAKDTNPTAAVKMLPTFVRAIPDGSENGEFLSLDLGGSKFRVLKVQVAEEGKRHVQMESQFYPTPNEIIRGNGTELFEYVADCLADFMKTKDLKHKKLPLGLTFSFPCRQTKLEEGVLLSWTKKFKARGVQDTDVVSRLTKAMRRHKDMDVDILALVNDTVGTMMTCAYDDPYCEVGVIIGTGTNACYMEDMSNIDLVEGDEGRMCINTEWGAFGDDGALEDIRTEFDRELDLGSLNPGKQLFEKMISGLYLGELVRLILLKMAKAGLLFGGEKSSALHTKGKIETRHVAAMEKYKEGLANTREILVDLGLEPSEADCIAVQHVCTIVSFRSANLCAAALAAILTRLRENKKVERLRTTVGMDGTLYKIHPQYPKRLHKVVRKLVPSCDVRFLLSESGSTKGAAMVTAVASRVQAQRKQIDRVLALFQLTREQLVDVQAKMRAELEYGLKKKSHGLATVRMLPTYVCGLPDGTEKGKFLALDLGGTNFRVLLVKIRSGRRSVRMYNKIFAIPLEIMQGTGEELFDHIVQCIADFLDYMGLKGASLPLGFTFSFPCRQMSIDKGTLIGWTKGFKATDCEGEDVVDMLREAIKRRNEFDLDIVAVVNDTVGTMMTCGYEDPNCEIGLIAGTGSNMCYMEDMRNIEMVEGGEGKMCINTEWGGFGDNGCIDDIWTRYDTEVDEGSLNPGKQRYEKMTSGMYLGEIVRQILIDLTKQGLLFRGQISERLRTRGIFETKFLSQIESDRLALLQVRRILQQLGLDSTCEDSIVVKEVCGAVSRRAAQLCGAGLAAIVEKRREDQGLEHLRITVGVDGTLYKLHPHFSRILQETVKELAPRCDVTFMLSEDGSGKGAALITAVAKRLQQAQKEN
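Assay system – recombinant HKDC1 (HK5) hexokinase enzyme, produced in-house · Input – HKDC1 at 5 µg/mL · Reagent – glucose plus 1 mM ATP as hexokinase substrates · Timing – 90 min reaction incubation at room temperature, dark · Measured by – G6PDH/diaphorase-coupled fluorescence, 1 mM NADP, 100 µM resazurin, 525/613 nm · Benchmarks – DMSO-enzyme wells negative, buffer-substituted wells positive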
SENP8 block-1: blocks human SENP8 cleavage of Nedd8 substrate | Q96LD8 | actives 0.64% (n = 360,000) | AID 602440 | inhibition, % at 20 µM | recombinant SENP8, Nedd8 substrate fluorescence; in the data active = inhibition mostly above about 40%, no sharp cut-off; inactive = mostly below about 27%
SENP6 inh: inhibitors of human SENP6 protease; actives 1.8% (n = 330,000); Q9GZR1; inhibition, % at 10 µM; Recombinant SENP6 catalytic domain, aminoluciferin luminescence;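 active = inhibition above about 50% at the single tested dose, limit read from the data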;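 also: plate controls were DMSO wells with enzyme for no effect and DMSO wells lacking enzyme for full effect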
NALP3 yeast inh: blocks the NALP3 inflammasome reconstituted in yeast | actives 0.39% (n = 330,000) | AID 2825 | inhibition, % at 10 µM | Yeast reconstituted NLRP3/ASC/caspase-1, beta-gal luminescence, 24 h;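 active = inhibition of 50% or more; inactive = inhibition below 50%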;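 also: plate controls were induced DMSO wells for no effect and uninduced yeast grown without galactose for full effect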
PfGluPho inh: PfG6PD (Plasmodium falciparum) enzyme inhibition. PfGluPho enzyme, NADPH resazurin-diaphorase fluorescence. inhibition, % at 20 µM. actives 0.78% (n = 350,000). AID 504690;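 active = inhibition reaching at least a set limit at 20 µM in the primary screen, cut at about 59% in these data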;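 also: 0% = DMSO wells with substrate and 100% = DMSO wells lacking glucose-6-phosphate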
Apaf1 inhib: inhibitors of human Apaf-1 apoptosome | O14727 | reconstituted apoptosome caspase-3 activity, DEVD-Rh110 fluorescence | inhibition, % at 20 µM | actives 0.71% (n = 330,000); active = inhibition of at least 40% at 20 µM;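 also: plate controls were DMSO wells for no effect and DEVD-CHO caspase inhibitor wells for full effect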
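Material: biochemical Apaf-1 apoptosome reconstitution. Medium: Hepes buffer, pH 7.5. Also added: cytochrome c activation, bis-DEVD rhodamine 110 substrate. Timing: 30 min compound preincubation, 50 min activation, room temperature. Measured by: rhodamine 110 fluorescence at Ex 480/Em 540 nm.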
SENP8 block-2: inhibitors of human SENP8 protease. Q96LD8. purified SENP8, Z-RLRGG-aminoluciferin cleavage, luminescence. inhibition, % at 10 µM. actives 1.2% (n = 330,000). AID 2540; in the data active = inhibition above about 50%
SENP1 inh: blocks the human SENP1 SUMO protease catalytic domain; recombinant SENP1 catalytic domain, CyPet-SUMO1-YPet FRET cleavage; inhibition, % at 10 µM; actives 0.21% (n = 360,000);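 active = inhibition at least 30% at 10 µM, raw YFP signal under a set limit, fluorescence ratio 0.5 to 1.5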;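 also: 0% = enzyme with DMSO and 100% = no enzyme wells; some results filed as inactive read as strong as hits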
Target sequence (Q9P0U3 419-644 limits assumed): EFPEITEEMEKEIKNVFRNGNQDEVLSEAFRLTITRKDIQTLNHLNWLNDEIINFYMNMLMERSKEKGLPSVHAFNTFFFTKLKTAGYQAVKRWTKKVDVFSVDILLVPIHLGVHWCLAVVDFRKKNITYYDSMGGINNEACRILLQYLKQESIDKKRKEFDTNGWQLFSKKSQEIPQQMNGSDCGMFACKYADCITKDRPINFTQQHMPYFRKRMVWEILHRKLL
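Test system: recombinant human SENP1 catalytic domain, His6-tagged / Medium: pH 8 Tris buffer with EDTA, NaCl, BME, BSA, NP40, catalase / Also added: SUMO1 FRET substrate flanked by Cypet and Ypet, 25 nM / Times: 50 min reaction at room temperature / Signal: FRET, CFP and YFP emission / Control set: no-enzyme low control and enzyme-plus-DMSO high control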
Starred values were filed as active, the others as inactive; / = no result given. Compounds were not picked by outcome. Share with any hit: about 4.1%.

SMILES | SENP7 block | HKDC1 inh | SENP8 block-1 | SENP6 inh | NALP3 yeast inh | PfGluPho inh | Apaf1 inhib | SENP8 block-2 | SENP1 inh
CN(C)c1ccc(-c2cccc(C3CC=CC4C3C(=O)N(Cc3ccccc3)C4c3ccc(C(F)(F)F)cc3)c2)cc1 (stereo not drawn) | 11 | -7 | -83 | -17 | 3 | -2 | 9 | -16 | 2
CCc1nnc(NC(=O)CCc2ccccc2OC)s1 | 3 | -4 | 6 | 4 | 4 | -11 | 6 | -5 | 0
COc1ccc2nc(N(CCN(C)C)C(=O)c3ccc(C(=O)c4ccccc4)cc3)sc2c1 | -1 | 4 | 15 | 3 | 9 | 11 | 17 | 1 | -1
CSc1ccc(-c2nnn(Cc3ccc(C)cc3)n2)cc1 | -9 | -4 | 8 | -8 | 15 | -12 | 12 | -6 | 2
COc1ccc(C(=O)O/N=C(\N)Cc2cccs2)cc1OC | -3 | -6 | 5 | 3 | -13 | 13 | 6 | -8 | 3
COC(=O)Cn1cnc2sc3c(c2c1=O)CCCC3 | -8 | -8 | 1 | -12 | 23 | 1 | 1 | 1 | -1
Cc1ccc(S(=O)(=O)NC(=O)c2cc(C)n(CC(c3ccccc3)N(C)C)c2C)cc1 (stereo not drawn) | -1 | 4 | -7 | -25 | 12 | -12 | 0 | -4 | -1
COC(=O)c1cccc(C23CC4(C2)[C@H](CN(Cc2ccc(C(F)(F)F)cc2)[C@@H]4c2ccccc2)C3c2ccc(Cl)nc2)c1 (stereo partly drawn) | 4 | -2 | 15 | -3 | 8 | 7 | 17 | 12 | 0
CN(C)c1ccc(C(CNC(=O)c2ccccc2)c2c[nH]c3ccccc23)cc1 (stereo not drawn) | 0 | 10 | -16 | -12 | 6 | 20 | 2 | -12 | -8
Cc1nc2oc3ccccc3c(=O)c2c(=O)n1Cc1ccccc1 | -1 | 0 | 30 | -11 | -3 | 5 | -1 | 2 | 1
CC(C)C(OC(=O)c1ccco1)C(=O)NC1CCCCC1 (stereo not drawn) | 9 | -4 | 18 | 0 | 9 | -33 | 6 | 2 | -1
Cc1ccccc1NC(=S)N1CCN(c2ccccc2)CC1 | 13 | -3 | 8 | 0 | 25 | 8 | 6 | -5 | 4
Nn1cnn(Cc2ccccc2)c1=S | -1 | -3 | 25 | -6 | 7 | 19 | 12 | -15 | -1
Cc1nc(-c2cccc(NC(=O)Cc3ccccc3)c2)cs1 | -9 | -3 | 6 | 2 | 10 | -3 | -3 | 4 | 0
Cn1c(-c2sccc2OCc2cccc(C(F)(F)F)c2)n[nH]c1=S | -4 | -10 | -101 | 0 | 15 | 65* | 6 | -2 | 3
Cc1ccc(NC(=O)c2ccc3c(c2)C(=O)N(c2ccccc2C)C3=O)nc1 | -9 | 1 | 7 | -6 | 8 | -4 | 17 | -2 | 0
Cc1nnc(NC(=O)CCN2C(=O)/C(=C\c3ccccc3)SC2=S)s1 | -14 | -4 | 13 | -4 | 3 | -9 | 5 | -4 | 5
Clc1cccc(OCCN2CCN(CCOc3cccc(Cl)c3)CC2)c1 | 9 | 1 | 9 | -6 | 40 | 16 | 15 | 8 | -2
O=C(N/N=C/c1c[nH]c2ccccc12)c1cc(Cl)ccc1O | -10 | -6 | -254 | -6 | -12 | -11 | 17 | -13 | -3
CCS(=O)(=O)Nc1ccc(C2=NN(C(=O)c3ccco3)C(c3ccco3)C2)cc1 (stereo not drawn) | 7 | 3 | -48 | -16 | 15 | 9 | 4 | 3 | 0
CC(=O)Nc1cccc(NC(=O)CSc2nnc3ccccn23)c1 | -10 | -2 | -59 | -7 | 19 | -8 | 4 | -11 | 1
COc1cccc(CNCCNC(=O)c2nonc2N)c1 | 1 | -2 | 4 | -2 | 13 | -14 | -11 | 1 | 0
CCCCn1c(CCn2nc(C)c(Br)c2C)n[nH]c1=S | -1 | 13 | 6 | -13 | 11 | 44 | -10 | -1 | 1
CSc1ncccc1C(=O)OCC(=O)NC(C)(C)C | -6 | -4 | 6 | -4 | 27 | -6 | 19 | -4 | 0
COc1cc(C(=O)Nc2cccc3c2CCCC3)cc(OC)c1OC | -9 | -1 | 0 | -5 | 31 | -3 | 2 | -5 | 1
O=c1nc(N2CCOCC2)ccn1Cc1ccc(Br)cc1 | -4 | 8 | 14 | -6 | 5 | -9 | -35 | -9 | 2
Cc1nnc(SCCn2c(N(C)Cc3ccccc3)nc3c2c(=O)n(C)c(=O)n3C)s1 | 1 | -12 | 8 | 3 | 2 | -3 | -23 | 5 | 2
CCOc1cc(C(c2c(C)[nH][nH]c2=O)c2c(C)[nH][nH]c2=O)ccc1OCc1ccc([N+](=O)[O-])cc1 | 9 | 8 | 37* | 7 | 11 | 20 | 27 | -1 | 2
COC(=O)Nc1ccc(S(=O)(=O)NCCO)cc1 | -3 | -8 | 7 | -1 | -6 | -13 | 8 | 4 | 2
COc1ccc(/C=N/NC(=O)c2nn(-c3ccc(C)c(C)c3)c(=O)c3ccccc23)cc1 | -4 | -1 | -11 | -7 | 23 | 1 | 14 | -8 | -1
COc1ccccc1NS(=O)(=O)c1ccc(N2CCOCC2)c(N)c1 | 8 | -9 | 5 | -2 | 3 | 15 | 9 | -1 | 2
COc1ccc(C(=O)NNC(=O)Cc2coc3cc(OC)ccc23)cc1 | 3 | -2 | 16 | 0 | 4 | -15 | -2 | -5 | -2
Cc1ccc(OCC(=O)N/N=C/c2cccnc2)cc1 | -8 | -3 | 8 | -13 | -1 | 4 | 3 | -8 | 2
CCCCn1c(N)c(NCCC(C)C)c(=O)[nH]c1=O | / | 1 | -51 | / | / | 3 | / | / | -107
Cc1cnc(=O)[nH]c1SCC(=O)c1ccc(F)cc1 | 19 | -9 | -19 | 7 | 7 | 54 | 5 | -5 | -34
Cc1ccccc1NC(=O)Cc1c[nH]c2ccccc12 | -2 | -6 | 13 | 7 | 21 | -4 | -13 | 5 | -4
CCc1nc(SCC(=O)O)c2c3c(sc2n1)COC(C)(C)C3 | -5 | 2 | 18 | -1 | 1 | -17 | 2 | -7 | 3
O=C(c1ccc(Cl)c(S(=O)(=O)N2CCCC2)c1)N1CCCC(C(F)(F)F)C1 (stereo not drawn) | -3 | -3 | 5 | 6 | 16 | -10 | 4 | -4 | 2
COc1ccc(C(=O)n2cc(C(=O)c3cc(C)ccc3O)cn2)cc1 | 0 | -6 | 0 | 5 | 11 | 3 | 5 | 4 | -1
CCOc1ccccc1N1CCN(C(=O)Nc2ccc(F)c(Cl)c2)CC1 | 2 | 2 | 5 | -11 | 30 | 3 | 3 | -2 | -1

Profiles as entered above:
Record of COc1ccc2nc(N(CCN(C)C)C(=O)c3ccc(C(=O)c4ccccc4)cc3)sc2c1 : SENP7 block: -1; HKDC1 inh: 4; SENP8 block-1: 15; SENP6 inh: 3; NALP3 yeast inh: 9; PfGluPho inh: 11; Apaf1 inhib: 17; SENP8 block-2: 1; SENP1 inh: -1
Record of O=C(N/N=C/c1c[nH]c2ccccc12)c1cc(Cl)ccc1O : SENP7 block: -10; HKDC1 inh: -6; SENP8 block-1: -254; SENP6 inh: -6; NALP3 yeast inh: -12; PfGluPho inh: -11; Apaf1 inhib: 17; SENP8 block-2: -13; SENP1 inh: -3

(next part)
SMILES | SENP7 block | HKDC1 inh | SENP8 block-1 | SENP6 inh | NALP3 yeast inh | PfGluPho inh | Apaf1 inhib | SENP8 block-2 | SENP1 inh
CC1Cc2nc(SCC(=O)Nc3ccc4c(c3)OCO4)n(-c3ccc(F)cc3)c(=O)c2S1 (stereo not drawn) | 2 | 6 | 4 | -2 | 4 | 16 | 5 | 6 | 0
Clc1ccc(CSCCc2ccncc2)cc1 | 2 | 0 | 30 | -26 | 23 | 4 | 18 | 0 | 0
c1ccc2c(c1)CCCc1cc(NCCN3CCOCC3)nnc1-2 | 3 | -6 | 4 | -10 | 9 | -3 | -10 | 13 | 1
CC(C)(C)n1nc2c(c1NC(=O)c1cccc(C(F)(F)F)c1)CS(=O)C2 (stereo not drawn) | 2 | -6 | 15 | 0 | -13 | -1 | -1 | -2 | 0
Cc1ccc(C)c(NC(=O)CSc2nnc(C3CCCCC3)o2)c1 | 0 | -9 | 16 | -8 | 22 | 2 | 3 | 0 | 4
Cc1ccccc1SCc1noc(C(=O)NCC2CCCO2)c1C(=O)O (stereo not drawn) | 8 | -7 | 5 | -4 | 8 | 9 | 3 | -3 | 3
CSc1ccc(-c2nc(CN3CCCCC3c3cccnc3)c(C)o2)cc1 (stereo not drawn) | 8 | 1 | -64 | -2 | 9 | 12 | 2 | 1 | -19
O=C(Nc1ccc2c(c1)OCCO2)c1ccc(Cl)c(S(=O)(=O)N2CCOCC2)c1 | 1 | 12 | 16 | -6 | 15 | -17 | -4 | -3 | -3
O=C(C[C@H]1C/C=C\C[C@@H](Cc2ccc(F)cc2)C(=O)OC[C@@H](Cc2c[nH]c3ccccc23)NC1=O)NCCO | 3 | -4 | 16 | -3 | 16 | 7 | 14 | 2 | 0
CN(/N=C/c1ccc(O)cc1O)c1ncc(C(F)(F)F)cc1Cl | -12 | 9 | -66 | -5 | 32 | 5 | 6 | -8 | -1
COc1ccc(NC(C)=O)cc1CNC(=O)CN1CCOCC1 | 3 | 1 | 8 | -10 | 3 | -6 | -9 | -2 | 0
CCCc1ccc(S(=O)(=O)N/N=C\c2ccc3c(c2)OCO3)cc1 | -4 | 2 | 6 | -4 | -3 | -3 | 1 | -1 | 2
CCN(CCNC(=O)Cn1cc2c(n1)CCCC2)c1ccccc1 | 10 | -6 | 5 | -6 | 15 | 3 | 4 | -12 | 1
CCN(C1CCCCC1)S(=O)(=O)c1ccc(S(=O)(=O)NCCc2ccncc2)cc1 | 7 | 4 | 11 | 8 | 11 | 0 | -4 | 3 | 0
Cc1cccc(C)c1OCc1nnc(SCC(=O)Nc2cccc(C(=O)N3CCOCC3)c2)n1C | 3 | 6 | 13 | 4 | 15 | -12 | 3 | -3 | 2
COC(=O)[C@H](CC(C)C)NS(=O)(=O)N[C@@H](CC(C)C)C(=O)OC | -3 | 0 | 7 | -4 | 23 | 1 | 6 | 5 | 1
Cc1ccc(C2=NN(C(=O)c3cccs3)C(c3ccccc3O)C2)cc1 (stereo not drawn) | -1 | -2 | -23 | -15 | 12 | 6 | 16 | -9 | -3
COc1ccc(NS(=O)(=O)c2cccc(C(=O)NN=Cc3ccc(OC)cc3OC)c2)cc1 | -3 | -2 | -317 | -20 | 17 | 13 | 2 | -19 | -2
CC(C)(C)OC(=O)CN1C(=O)C(Sc2n[nH]c(-c3ccccc3)n2)CCc2ccccc21 (stereo not drawn) | 6 | 5 | -2 | -19 | 10 | 0 | 9 | -4 | 0
Cc1nc2ccccc2c2oc(C(=O)Nc3ccc4c(c3)OCCO4)cc12 | -7 | -2 | -25 | -3 | 31 | 25 | -5 | 4 | -2
Cc1ccc(CC(=O)NC(C)CCc2ccccc2)cc1 (stereo not drawn) | 3 | 3 | 15 | -4 | -1 | 8 | 0 | 8 | 3
C[C@@H](c1ccccc1)N1Cc2ccccc2Oc2cc(Br)ccc2S1(=O)=O | -1 | 0 | 1 | / | / | -6 | 22 | / | 5

Compound activity deposited in PubChem BioAssay by Sanford-Burnham Center for Chemical Genomics.
